Screens: PubChem, National Center for Advancing Translational Sciences (NCATS)
RXFP1 antag: qHTS Assay for Antagonists of the Relaxin Receptor RXFP1. HEK293-RXFP1, relaxin-stimulated cAMP HTRF, 30 min; hits give low values. AID 1259400, 2018. activity change, negative = inhibition, % at 57.5 µM. 350,000 tested, 0.59% active. Relaxin receptor 1 (Homo sapiens), Q9HBX9;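 active = activity change of -60% or lower, but not beyond a set lower limit; inconclusive = change between -60% and -40%, or beyond the set limit; inactive = change above -40%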
Target sequence (Q9HBX9 whole entry, looked up): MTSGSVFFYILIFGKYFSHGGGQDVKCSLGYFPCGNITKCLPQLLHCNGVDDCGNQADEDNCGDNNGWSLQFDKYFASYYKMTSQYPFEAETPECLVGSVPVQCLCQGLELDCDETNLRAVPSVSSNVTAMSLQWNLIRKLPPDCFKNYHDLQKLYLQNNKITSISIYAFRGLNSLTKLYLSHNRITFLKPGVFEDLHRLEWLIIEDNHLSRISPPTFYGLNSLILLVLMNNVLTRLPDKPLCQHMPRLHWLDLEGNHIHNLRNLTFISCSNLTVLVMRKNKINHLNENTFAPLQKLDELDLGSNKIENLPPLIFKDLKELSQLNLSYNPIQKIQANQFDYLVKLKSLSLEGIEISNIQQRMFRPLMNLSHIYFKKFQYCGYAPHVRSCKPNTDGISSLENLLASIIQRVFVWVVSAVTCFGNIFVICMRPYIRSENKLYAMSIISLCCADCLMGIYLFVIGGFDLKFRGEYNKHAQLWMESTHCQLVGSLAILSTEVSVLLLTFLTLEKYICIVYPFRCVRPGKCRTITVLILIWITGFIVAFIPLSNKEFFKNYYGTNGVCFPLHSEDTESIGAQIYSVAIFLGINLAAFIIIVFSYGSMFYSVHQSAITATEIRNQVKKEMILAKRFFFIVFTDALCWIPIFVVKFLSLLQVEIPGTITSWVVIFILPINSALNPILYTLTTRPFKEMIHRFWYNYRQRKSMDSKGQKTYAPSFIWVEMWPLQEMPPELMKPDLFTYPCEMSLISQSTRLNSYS
An asterisk follows results filed as active; ? = inconclusive. % is set by controls: 0 for no effect and ±100 for the full control effect. Not all compounds are listed (hit frequency here may not be typical).

| SMILES | RXFP1 antag |
| --- | --- |
| COc1ccc(OCC(=O)N(C)CC2COc3ccccc3O2)cc1 (stereo not drawn) | -4 |
| COc1cc(C(=O)NC(=S)Nc2ccc3ccccc3c2)cc(OC)c1OC | 1 |
| CC(=O)N1CC2(CC(c3ccccc3C(F)(F)F)=NO2)CN1c1ccc(Cl)cc1 (stereo not drawn) | -4 |
| CCOC(=O)C1c2cccc(O)c2CCN1C(C)=O (stereo not drawn) | 8 |
| CC(C)C1CCN(C(=O)C2CCC(=O)N(C3CCCCCC3)C2)CC1 (stereo not drawn) | -4 |
| COc1ccc([C@H]2C[C@H](n3cc(C4CC4)nn3)[C@@H](O)CN2C(=O)C2CCCCC2)cc1 | 2 |
| CCN(CC)S(=O)(=O)c1cc(NC(=O)c2ccccc2OCc2c(C)noc2C)ccc1C | 6 |
| CCC1CCCCN1Cc1c(O)ccc2c(=O)c(-c3ccccc3OC)coc12 (stereo not drawn) | 7 |
| O=C1C=CC(=O)N1Cc1ccncc1 | -4 |
| Cc1ccc(-c2cnc3c(c2)C(=O)N([C@H](C)CO)C[C@H](C)[C@@H](CN(C)Cc2ccccc2F)O3)cc1 | -6 |
| O=C(CSc1nc2ccccc2c(=O)n1Cc1ccco1)NCc1ccccc1 | -6 |
| Cc1ccc(NS(=O)(=O)N2CCCCC2)cc1 | 12 |
| COc1ccc(N(C)S(=O)(=O)c2cccc(C(=O)OCC(=O)Nc3cc(C)ccc3OC)c2)cc1 | 7 |
| O=[N+]([O-])c1ccc(Cl)c(S(=O)(=O)NCCc2ccccn2)c1 | 1 |
| Cc1c(C(=O)Nc2cccc([N+](=O)[O-])c2)csc1-c1ccccc1 | -15 |

Brought forward from above: 3 entries, followed by the next part.
| SMILES | RXFP1 antag |
| --- | --- |
| COc1ccc(N(C)S(=O)(=O)c2cccc(C(=O)OCC(=O)Nc3cc(C)ccc3OC)c2)cc1 | 7 |
| O=[N+]([O-])c1ccc(Cl)c(S(=O)(=O)NCCc2ccccn2)c1 | 1 |
| Cc1c(C(=O)Nc2cccc([N+](=O)[O-])c2)csc1-c1ccccc1 | -15 |
| O=S(=O)(c1ccccc1)N(c1ccccc1)S(=O)(=O)c1ccccc1 | -5 |
| CC(=O)OCCN1C(=O)c2ccc(-c3nc4ccccc4c(=O)o3)cc2C1=O | -10 |
| C(#CSCc1ccccc1)SCc1ccccc1 | 1 |
| COc1cccc(CN(CC(=O)NCC2CCCO2)C(=O)CNS(=O)(=O)c2ccccc2)c1 (stereo not drawn) | 2 |
| COc1ccc(C(=O)OCC(=O)N2CCc3ccccc32)cc1S(=O)(=O)N1CCOCC1 | 1 |
| COc1ccc(S(=O)(=O)N2CCOCC2)cc1NC(=O)COC(=O)CCS(=O)(=O)c1ccc(C)cc1 | -1 |
| Cc1ccc([C@@H]2C[C@H]3[C@@H](CN2S(=O)(=O)c2ccc(Cl)cc2)C(=O)C[C@@H](c2cccc(Cl)c2)N3S(=O)(=O)c2ccc(C)cc2)cc1 | -10 |
| CSc1ccccc1NC(=O)COC(=O)Cc1ccsc1 | -9 |
| CCC(C)C(CO)NCCCn1cnc2c(SC)ncnc21 (stereo not drawn) | 6 |
| O=C(O)CC/C(=C/c1cccc(NC(=O)c2ccccc2Cl)c1)c1nc2ccccc2s1 | 8 |
| CCOC(=O)c1c[nH]n2c(=S)ncnc12 | 5 |
| O=[N+]([O-])c1ccc(NN=Cc2ccc(O)cc2O)nc1 | -21 |
| NC(=O)Cn1nc(-c2ccccc2)nc1-c1ccccc1 | 19 |
| COc1ccc2nc(N3C(=O)C(O)=C(C(=O)c4ccco4)C3c3ccco3)sc2c1 (stereo not drawn) | -8 |
| NC(C(=O)O)C1ON=C(Cl)C1O (stereo not drawn) | -4 |
| CCCCCCN1C[C@H](n2cc(C3CC3)nn2)[C@@H](O)C[C@@H]1c1ccccc1 | -26 |
| CCc1c(C(=O)O)[nH]c2ccc(Br)cc12 | 21 |
| O=C(CCc1ccc(S(=O)(=O)N2CCOCC2)cc1)Nc1ccc(F)c(F)c1F | -2 |
| O=c1cc(Br)c(O)c(Br)cc1Br | -21 |
| CC(=O)Nc1cc(C)ns1 | -5 |
| CN(CC(=O)NCCN1CCOCC1)S(=O)(=O)c1ccc(Cl)cc1 | -6 |
| C[C@@H]1CN([C@@H](C)CO)C(=O)c2cc(C#CCN(C)C)cnc2O[C@H]1CN(C)Cc1ccc2c(c1)OCO2 | -1 |
| CCn1c2ccccc2c2cc(/C=C(/C#N)C(N)=S)ccc21 | -8 |
| Cc1cc(C(F)(F)F)n2nc(-c3sccc3-n3cccc3)cc2n1 | 1 |
| c1ccc(OCCn2c(-c3ccco3)nc3ccccc32)cc1 | -4 |
| CC(=O)Nc1ccc(C(=O)COC(=O)c2cc(C)oc2C)c(F)c1 | -9 |
| COc1ccc(NC(=O)COC(=O)CN2C(=O)C3CC=CCC3C2=O)c([N+](=O)[O-])c1 (stereo not drawn) | -3 |
| CC(=O)NCCc1ccc(C(=O)COC(=O)c2cccn2C)cc1 | -5 |
| Cn1c(=O)[nH]c(NCCc2ccc(O)cc2)c([N+](=O)[O-])c1=O | -10 |
| COc1cc2c(cc1OC)C(=Cc1ccc(N(C)C)cc1)C=C2 | 1 |
| COc1ccc(NS(=O)(=O)c2ccc(C)c(C(=O)NCCCn3ccnc3)c2)cc1 | 2 |
| Cc1ccc(NC(=O)COC(=O)c2nn(-c3ccc(Cl)cc3)cc2O)cc1 | -9 |
| C[C@@H](NC(=O)c1ncn2c1c(=O)[nH]c1ccc(Br)cc12)c1ccccc1 | -3 |
| Cc1ccc2c(c1)C1(OCCCO1)C(=O)N2CC(=O)NN | 2 |
| COc1ccc(CCC(=O)OCC(=O)NC(=O)c2ccc(Cl)cc2)cc1 | -7 |
| Nc1ccc(-n2c(N)c(C(=O)NCc3ccc4c(c3)OCO4)c3nc4ccccc4nc32)cc1 | -3 |
| Cc1ccc(S(=O)(=O)N2CCOCC2)cc1NC(=O)COC(=O)c1ccc(Cl)s1 | 0 |
| Cc1ccc(C)c(S(=O)(=O)N2CCCC2CNC(=O)C(=O)Nc2ccccc2)c1 (stereo not drawn) | 5 |
| CC(Sc1nncs1)C(=O)Nc1ccc(S(=O)(=O)Nc2ncccn2)cc1 (stereo not drawn) | 4 |
| O=C(/C=C/c1c(Cl)cccc1Cl)NCCCn1ccnc1 | -28 |
| OCC(O)C1OC(c2ccco2)OC(CO)C1O (stereo not drawn) | 6 |
| CCOC(=O)C(Cc1nc(OCc2ccccc2)cc(OCc2ccccc2)n1)=NO | ? |
| COCOCCn1cc(CN2CCS(=O)(=O)N(Cc3ccc(-c4ccc(OC)cc4)cc3)C(CC(C)C)C2=O)nn1 (stereo not drawn) | -1 |
| O=C(c1cnn2c(-c3ccccc3)cc(-c3ccccc3)nc12)N1CCN(Cc2ccccc2)CC1 | 11 |
| O=C(NCc1cccs1)C1CCN(S(=O)(=O)c2cccc3nsnc23)CC1 | -1 |

Exported with each value named: part of the list above
CC(=O)Nc1cc(C)ns1
  RXFP1 antag = -5

CN(CC(=O)NCCN1CCOCC1)S(=O)(=O)c1ccc(Cl)cc1
  RXFP1 antag = -6

C[C@@H]1CN([C@@H](C)CO)C(=O)c2cc(C#CCN(C)C)cnc2O[C@H]1CN(C)Cc1ccc2c(c1)OCO2
  RXFP1 antag = -1

CCn1c2ccccc2c2cc(/C=C(/C#N)C(N)=S)ccc21
  RXFP1 antag = -8

Remaining list, next part:
| SMILES | RXFP1 antag |
| --- | --- |
| COc1cc(/C=C2\SC(=S)N(NC(C)=O)C2=O)ccc1OC(=O)c1ccco1 | ? |
| COc1ccc(CCN(C)C(=O)c2ccc(S(=O)(=O)Nc3ccccc3F)cc2)cc1OC | -18 |
| COc1ccc(O)c(C(=O)c2cnn(C(=O)c3cccc(S(=O)(=O)N(C)C)c3)c2)c1 | -6 |
| CC(C)=CCc1c(O)ccc(C2COc3c(CC=C(C)C)c(O)cc(O)c3C2=O)c1O (stereo not drawn) | 11 |
| COc1ccc(OC)c(CN2CCN(C(=O)c3cccc(S(=O)(=O)N(C)c4ccccc4)c3)CC2)c1 | 1 |
| CN1[C@@H]2CC[C@H]1CC(OC(=O)c1c[nH]c3ccccc13)C2 (stereo partly drawn) | 10 |
| O=C(CN1C(=O)NC2(CCc3ccccc32)C1=O)Nc1cccc(Cl)c1 (stereo not drawn) | -17 |
| O=C(CNS(=O)(=O)c1cccc(C(F)(F)F)c1)NC1CCCCCC1 | 3 |
| CC(=O)c1c(C)[nH]c(C(=O)OCC(=O)NCc2ccccc2)c1C | 0 |
| COc1ccc(NC(=O)C[C@H]2C(=O)N(C3CCCCC3)C[C@@H]2c2ccccc2)cc1 | -2 |
| COc1cc(OC)cc(C(=O)N[C@H](C(=O)NC2CCCc3ccccc32)C(C)C)c1 (stereo partly drawn) | -17 |
| COc1ccc(-n2c(SCC(=O)Nc3cc(C)on3)nc3c(c2=O)SC(C)C3)cc1 (stereo not drawn) | -1 |
| Cc1cc(NC(=O)CSc2nnc(-c3ccco3)n2N)no1 | -1 |
| Cc1ccc(Br)c(NS(=O)(=O)c2cccc(C(=O)N3CCNC(=O)C3)c2)c1 | 3 |
| O=c1[nH]c2ccccc2n1C1CCN(CCOc2ccccc2)CC1 | -4 |

More entries:
Molecule,RXFP1 antag
C#CCN(C[C@@H]1[C@@H](OC(=O)NCc2ccco2)[C@@H](OC(=O)NCc2ccco2)Cn2c(=O)ccc(=O)n21)S(=O)(=O)c1ccc(C)cc1,1
O=C(c1ccccc1)c1cnc(Nc2ccccc2Cl)s1,25
COc1ccc(NS(=O)(=O)c2cc(NC(=O)c3cncc(Br)c3)ccc2OC)cc1,-14
CC(C)(C)c1ccc(OCC(O)CNC(=O)c2ccccc2C(=O)O)cc1 (stereo not drawn),-10
CCOC(=O)c1cc(=O)nc(N)s1,6
Cc1cc(C)n2c(SCC(=O)Nc3cccc(S(N)(=O)=O)c3)nnc2n1,8
CC(=O)NC(CC(=O)Nc1ccc(S(=O)(=O)N2CCOCC2)cc1)c1ccccc1 (stereo not drawn),-16
O=C(CN1CCOc2ccccc21)NC1CCCCCCC1,-11
CCOc1ccc(C(c2nnnn2Cc2ccccc2)N2CCN(C(=O)c3ccco3)CC2)cc1 (stereo not drawn),-5
Cc1ccccc1C(=O)Nc1scc(-c2ccc(Br)cc2)c1C(=O)O,0
Cc1cccc(CN2CCC(n3nccc3NC(=O)CCCc3ccccc3)CC2)c1,-7
Cc1cc(N(C)C)cc(C)c1N=Nc1cc[n+]([O-])cc1,-5
COc1ccc(OC)c(S(=O)(=O)Nc2cccc(O)c2)c1,1
C#CCN(C[C@H]1[C@H](OC(=O)NCc2ccc(OC)c(OC)c2)[C@H](OC(=O)NCc2ccc(OC)c(OC)c2)C[C@H]2C(=O)N(c3ccccc3)C(=O)[C@@H]12)S(=O)(=O)c1ccc(C)cc1,2
COc1cccc(C(=O)N2C(C(C)C)COc3cc(Br)ccc3S2(=O)=O)c1 (stereo not drawn),9
FC(F)(F)C(F)(F)C(F)(F)c1nc2nc(Cl)c(Cl)nc2[nH]1,5
C[C@H]1CN([C@@H](C)CO)C(=O)CCCn2cc(nn2)CO[C@@H]1CN(C)S(=O)(=O)c1ccc(-c2ccccc2)cc1,-11
Cc1ccc(S(=O)(=O)N2CCOCC2)cc1C(=O)OCC(=O)N1CCCC1=O,13
O=[N+]([O-])c1ccc(NCCNc2ccc([N+](=O)[O-])cc2)cc1,-4
COc1ccc(Br)c(C(=O)OCC(=O)N2CCc3ccccc32)c1,-6

Quoted from the listing.
COc1ccc(Br)c(C(=O)OCC(=O)N2CCc3ccccc32)c1 in RXFP1 antag = -6
CCOC(=O)c1cc(=O)nc(N)s1 in RXFP1 antag = 6
Cc1ccccc1C(=O)Nc1scc(-c2ccc(Br)cc2)c1C(=O)O in RXFP1 antag = 0
O=C(CN1CCOc2ccccc21)NC1CCCCCCC1 in RXFP1 antag = -11

The list continues:
Molecule,RXFP1 antag
CC(OC(=O)c1cc2ccccc2[nH]1)C(=O)N(C)c1ccccc1 (stereo not drawn),4
N#Cc1c(N)[nH]c2ccc(Sc3ccccc3)cc12,-15
CN(C)S(=O)(=O)c1cccc(NC(=O)C2CCN(S(=O)(=O)c3cccs3)CC2)c1,15
O=C(COC(=O)c1cc(Cl)ccc1[N+](=O)[O-])NC1CC1,-2
COc1ccc(CNC(=O)COC(=O)c2cc(C)nc3ccccc23)cc1,-21
Cc1ccc([C@H]2C[C@H](n3cc(C4CC4)nn3)[C@@H](O)CN2C(=O)C2CCCCC2)cc1,8
CCCCCCOC(=O)NC(=N)c1ccc(NCc2nc3cc(C(=O)N(CCC(=O)OCC)c4ccccn4)ccc3n2C)cc1,?
O=C(N/C(=C/c1ccco1)C(=O)N1CCCCCC1)c1cccs1,13
CC(C)C(NC(=O)c1ccccc1F)C(=O)NCC(c1ccco1)N1CCCCC1 (stereo not drawn),-17
Oc1cc(O)c(CN2CCOCC2)cc1CN1CCOCC1,-2
O=C(COC(=O)c1ccc[nH]c1=O)NCCC1=CCCCC1,3
Cc1ccc(C(=O)OCC(=O)NC2CCCCCCC2)cc1C,2
CC(C)(CO)CN1CCC(n2nccc2NC(=O)C2CCOC2)CC1 (stereo not drawn),-2
Cc1cccc(N2CCN(C(=O)c3ccc(S(=O)(=O)N(C)c4ccccc4)cc3)CC2)c1C,-19
CC(=O)c1ccc2c3c(ccc([N+](=O)[O-])c13)CC2,7
C[C@@H]1CN([C@H](C)CO)S(=O)(=O)c2ccc(Br)cc2O[C@H]1CN(C)C(=O)C1CCCCC1,-9
O=C(Nc1ccc(Cc2ccc(NC(=O)Nc3cccnc3)cc2)cc1)Nc1cccnc1,-4
O=C1C2C3C=CC(C4CC34)C2C(=O)N1CCCCN1CCN(c2ccc(F)cc2)CC1 (stereo not drawn),-9
COc1cccc(N2CCN(C(=O)C3CCN(C(=O)Nc4ccccc4)CC3)CC2)c1,-5
O=C(Nc1ccc2ccccc2c1[N+](=O)[O-])c1ccccc1,-2
O=C(COc1cccnc1[N+](=O)[O-])Nc1cccc(Br)c1,9
CN(C)S(=O)(=O)c1ccc(C(=O)NNC(=O)C23CC4CC(CC(C4)C2)C3)cc1,-7
